FXN GAA850 act = FXN promoter activators, primary screen, cell-based, luciferase luminescence, HEK293 lucGAA850; AID 540364, 2011; HEK293 lucGAA850 FXN promoter luciferase reporter, 24 h; percent of 10 µM SAHA response; activation, % at 6 µM; hit rate 0.56% among 360,000;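 active = activation above the average of all compounds screened plus 3 SD, cutoff fixed separately per campaign, cut at about 7.5% in these data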;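 also: 0% = DMSO wells and 100% = 10 µM SAHA wells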
DAX1 inh-1 = DAX1 (NR0B1) inhibitors on StAR promoter, primary screen, cell-based, luminescence, SF-1 (NR5A1), full-length DAX-1; HEK293T StAR-luciferase reporter, SF-1/DAX-1 repression relief; inhibition, % at 6.8 µM; hit rate 1.1% among 370,000; AID 652010, 2013;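 active = inhibition above the mean over all tested compounds plus 3 SD, cut at about 3.6% in these data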;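 also: 0% = DAX-1 cells with DMSO and 100% = cells lacking DAX-1 with DMSO; higher inhibition means more luminescence from relief of DAX-1 repression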
ssDAF-12 act = S. stercoralis DAF-12 nuclear receptor activators, primary screen, cell-based, luminescence, HEK293, GRIP1 co-expression, lit1-tk-luc; Nuclear hormone receptor DAF-12 (Strongyloides stercoralis); HEK293 ssDAF-12/GRIP1 lit1-tk-luc reporter; % of 3 µM dafachronic acid response; activation, % at 6.8 µM; hit rate 1% among 370,000;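 active = activation above the mean over all tested compounds plus 3 SD, cut at about 0.9% in these data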;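 also: 0% = DMSO-only wells and 100% = 3 µM delta7-dafachronic acid wells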
sPLA2-III inh = human group III sPLA2 inhibitors, primary screen, biochemical, QFRET, BODIPY PC-A2 liposome substrate; inhibition, % at 12.2 µM; QFRET BODIPY PC-A2 liposome hydrolysis, fluorescence; hit rate 0.56% among 370,000; Group 3 secretory phospholipase A2 (Homo sapiens), Q9NZ20;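 active = inhibition above mean plus 3 SD of compounds lying within the high and low control bounds, cut at about 19% in these data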;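 also: 0% = median of test compound wells and 100% = no enzyme DMSO wells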
PG9 Ab binder = binders of HIV-1 gp120 antibody PG9, primary screen, biochemical, TR-FRET | AID 624416, 2012 | HIV-1 gp120 / PG9 antibody interaction | inhibition, % at 6.7 µM | TR-FRET gp120-PG9 antibody binding | hit rate 0.43% among 360,000; in the data active = inhibition above about 8.5%
NR1D1 modulator = modulators of Rev-erb alpha DNA binding, primary screen, biochemical, FITC-DNA, fluorescence polarization, uHTS; activity, % at 10 µM; Nuclear receptor subfamily 1 group D member 1 (Homo sapiens), P20393; AID 1259318, 2017; Rev-erbα–FITC-DNA binding, 90 min; hit rate 0.79% among 370,000;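 active = activity above about 14%, limit read from the data; passing the limit was not always enough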;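 also: 0% = DMSO wells with 35 nM protein and 100% = DMSO wells with 750 nM protein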
PLCb3 inh = human PLC-beta3 inhibitors, primary screen, biochemical, fluorescence; inhibition, % at 12.2 µM; Purified PLC-beta3, fluorogenic substrate; hit rate 0.18% among 370,000; 1-phosphatidylinositol 4,5-bisphosphate phosphodiesterase beta-3 (Homo sapiens), Q01970; AID 720704, 2013; in the data active = inhibition above about 11%;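 also: 0% = median of compound wells on plate and 100% = full blocker control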
Target sequence (Q01970 whole entry, looked up): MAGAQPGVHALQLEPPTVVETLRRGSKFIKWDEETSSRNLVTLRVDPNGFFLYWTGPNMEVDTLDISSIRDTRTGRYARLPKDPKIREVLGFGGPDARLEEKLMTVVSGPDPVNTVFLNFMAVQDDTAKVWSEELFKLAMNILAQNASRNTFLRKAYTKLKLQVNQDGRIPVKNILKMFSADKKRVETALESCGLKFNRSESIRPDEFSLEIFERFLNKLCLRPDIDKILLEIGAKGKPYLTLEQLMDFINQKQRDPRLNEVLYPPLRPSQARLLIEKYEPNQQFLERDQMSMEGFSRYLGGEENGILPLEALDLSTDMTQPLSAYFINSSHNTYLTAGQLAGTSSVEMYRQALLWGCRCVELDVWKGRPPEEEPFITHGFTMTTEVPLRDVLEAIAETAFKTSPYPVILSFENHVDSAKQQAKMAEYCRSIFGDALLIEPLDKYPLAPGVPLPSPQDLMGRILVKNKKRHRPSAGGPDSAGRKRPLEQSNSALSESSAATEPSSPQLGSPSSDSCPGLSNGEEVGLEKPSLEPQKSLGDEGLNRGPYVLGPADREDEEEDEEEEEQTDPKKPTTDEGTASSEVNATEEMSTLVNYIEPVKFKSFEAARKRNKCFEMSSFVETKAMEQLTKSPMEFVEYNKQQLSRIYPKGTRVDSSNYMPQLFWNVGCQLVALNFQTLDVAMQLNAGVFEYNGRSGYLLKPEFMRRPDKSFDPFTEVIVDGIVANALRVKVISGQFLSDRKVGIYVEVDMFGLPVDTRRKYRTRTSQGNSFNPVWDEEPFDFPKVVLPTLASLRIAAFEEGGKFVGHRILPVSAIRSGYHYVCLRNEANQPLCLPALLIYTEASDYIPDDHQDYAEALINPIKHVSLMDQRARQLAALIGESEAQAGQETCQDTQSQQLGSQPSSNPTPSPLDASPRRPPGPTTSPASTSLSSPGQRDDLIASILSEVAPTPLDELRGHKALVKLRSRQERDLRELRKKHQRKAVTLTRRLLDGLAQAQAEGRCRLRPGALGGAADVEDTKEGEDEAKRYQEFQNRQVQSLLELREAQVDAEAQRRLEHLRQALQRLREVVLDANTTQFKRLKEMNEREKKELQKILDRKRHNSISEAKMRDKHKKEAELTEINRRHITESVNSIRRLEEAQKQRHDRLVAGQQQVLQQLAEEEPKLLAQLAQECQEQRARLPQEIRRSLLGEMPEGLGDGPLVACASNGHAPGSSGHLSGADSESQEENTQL
DAX1 inh-2 = DAX1 (NR0B1) inhibitors, primary screen, cell-based, HEK293, Gal4-DAX1, luciferase luminescence; Nuclear receptor subfamily 0 group B member 1 (Homo sapiens), P51843; HEK293 Gal4-DAX1 luciferase reporter; AID 504766, 2011; inhibition, % at 6.75 µM; hit rate 0.99% among 340,000;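 active = inhibition above the mean over all tested compounds plus 3 SD, cut at about 4.2% in these data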;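 also: 0% = DAX1-transfected cells with DMSO and 100% = empty-vector control cells with DMSO; inhibition shows as a rise in luminescence from relieved DAX1 repression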
hcDAF-12 act = H. contortus DAF-12 nuclear receptor activators, primary screen, cell-based, luminescence, HEK293, lit1-tk-luc reporter; HEK293 hcDAF-12 lit1-tk-luc reporter; 0% DMSO, 100% Δ7-dafachronic acid; activation, % at 6.8 µM; AID 652067, 2013; hit rate 1.4% among 370,000;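 active = activation above the mean of all tested compounds plus 3 SD, cut at about 5.5% in these data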;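 also: 100% = response to 3 µM Δ7-dafachronic acid high control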
hgDAF-12 ag = H. glycines DAF-12 receptor agonists, primary screen, cell-based, luminescence, HEK293, GAL4 fusion, UAS-luciferase; hit rate 1.8% among 370,000; AID 687014, 2013; Nuclear hormone receptor DAF-12 (Heterodera glycines), GAL4 fusion; HEK293 GAL4-hgDAF12 UAS-luciferase reporter, agonist luminescence; normalized to butyrate control; activation, % at 6.8 µM;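 active = activation above a cutoff set at the mean of all screened compounds plus 3 SD, cut at about 10% in these data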;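 also: 0% = DMSO wells and 100% = sodium butyrate wells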
SMARCA2 activ = SMARCA2 (BRM) function activators, primary screen, cell-based, luminescence, high throughput; activation, % at 9.1 µM; MG213 cells, MMTV-luciferase reporter, dexamethasone, overnight; hit rate 1% among 370,000; in the data active = activation above about 7.8%;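 also: 0% = vehicle wells and 100% = reference activator wells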
The depositor's hits bear a star; i = inactive; / = no result given. An unsorted share of the library (roughly 7% active in at least one column).

SMILES	FXN GAA850 act	DAX1 inh-1	ssDAF-12 act	sPLA2-III inh	PG9 Ab binder	NR1D1 modulator	PLCb3 inh	DAX1 inh-2	hcDAF-12 act	hgDAF-12 ag	SMARCA2 activ
COc1cc(CNCc2ccc(OC)cc2OC)cc(OC)c1	-1.4	-0.5	-1.6	2	0.3	6	-9	-2.7	-3.7	-2.3	-1
Cc1ccc(C(=O)N/C(=C\c2ccccc2)C(=O)NCCN2CCOCC2)cc1	1.4	-0.1	-1.3	1	-0.6	1	-6	0.6	-0.2	0.8	-1
C[C@H]1[C@@H](OC(=O)Nc2ccc(Cl)cc2)CC[C@@]23CCCN2C(=O)CCC[C@@H]13	/	/	-1.5	-9	/	0	-1	/	-1.5	-0.1	/
CCOC(=O)C1CCN(S(=O)(=O)c2ccc(-c3nc4ccccc4s3)s2)CC1	/	0.9	-0.1	-4	-3.1	8	-23	/	4.5	2.3	1
COc1ccc(NC(=O)N2CCN(c3ccc([N+](=O)[O-])cc3)CC2)cc1OC	0.9	-1.9	-2.3	-3	-0.7	-3	0	-1.8	-2.4	-1.8	1
Cc1cc(C)cc(OC(=O)CS(=O)c2ccc(C(F)(F)F)cc2[N+](=O)[O-])c1 (stereo not given)	7.2	0.4	-0.6	-19	-0.8	0	3	-0.2	0.9	1.3	14*
C=COC(=O)c1sc2nc(C)cc(C)c2c1N	3.5	0.2	-0.6	4	0.5	24*	i	1.6	0.8	2.2	9.3*
CC(=O)c1cc2c(cc1NC(=O)CSc1nnc(C3CC3)n1C)OCO2	0.7	-0.1	-0.9	4	1.9	10	-74	0.2	-0.3	-0.3	-5
Cc1ccc(-n2nc(-c3cccnc3)cc2C(=O)N2CCOCC2)c(C)c1	1.5	-0.8	-0.8	3	-2.8	0	-6	0.6	0.1	-0.9	4
O=C(CSc1ccc(Cl)cc1)Nc1ncccn1	-1.7	0.0	-1.3	14	-0.7	-2	-3	-1.6	0.8	-0.8	-3
CN(C)S(=O)(=O)c1ccc(NC(=O)N2CCN(c3cccc(C(F)(F)F)c3)CC2)cc1	-1.6	-0.2	-0.7	3	-0.6	1	2	-1.8	-0.1	-1.0	7
Cc1ccc(S(=O)(=O)N2C(=O)CCC2C(=O)O/N=C(\N)c2ccccc2)cc1 (stereo not given)	1.9	-0.9	-1.4	-4	0.8	-4	-5	0.6	-0.9	-2.9	-1
CN(C)c1cccc(C(=O)OC(C(=O)Nc2ccc(Cl)cc2C(F)(F)F)c2ccccc2)c1 (stereo not given)	0.5	0.7	-1.1	-1	-2.8	-3	-48	-0.6	-0.3	3.9	-2
Cc1ccc(C)c(Cn2c(=O)n(CCC(=O)NCc3ccco3)c(=O)c3ccccc32)c1	-1.1	-0.4	-1.2	-2	-0.9	2	3	-1.2	-0.4	-1.2	1
NC(=O)c1ccc(NCCc2ccccc2)c([N+](=O)[O-])c1	1.9	-0.9	-2.4	-5	0.3	6	-5	1.4	-0.7	-0.5	0
O=C(c1ccc(Cl)c(Cl)c1)N1CCOCC1	-0.3	-0.1	-1.1	-2	-1.2	4	-4	0.3	-2.2	1.3	1
COc1cc(C(=O)N2CCCCC2c2cc(C(=O)Nc3ccccc3Cl)no2)cc(OC)c1C (stereo not given)	-0.4	-2.3	-0.8	1	1.3	3	-1	/	-1.3	-0.2	-1
CSc1sc(-c2nnc(SCC(=O)Nc3ccc(Cl)cc3)n2C)c2c1C=CCC2	-0.6	-0.1	-1.0	-2	29*	33*	-7	/	0.4	-0.7	-3
C/C(=N\NC1=N[C@H]2CS(=O)(=O)C[C@H]2S1)c1ccccc1	0.0	-0.3	-0.5	-2	-1.7	1	-5	/	2.7	-1.4	-3
Cc1cc(C)c(C)c(S(=O)(=O)NCC(=O)Nc2ccccc2F)c1C	-0.1	1.2	-1.1	-8	-0.8	-5	-5	0.4	1.7	-0.3	1
CCN1CCN(C(=O)Nc2cc(Cl)ccc2OC)CC1	-2.6	-0.1	-1.0	-2	-1.5	-3	2	-0.5	-0.8	-2.4	1
O=C(CC12CC3CC(CC(C3)C1)C2)Nc1nncs1	0.8	-0.5	-0.8	0	-0.6	-2	-3	0.7	-1.4	-1.9	-2
CCOC(=O)c1ccc(-n2c(C)nc3c(cnn3-c3ccccc3C)c2=O)cc1	-2.6	1.2	-0.8	-6	0.6	-4	1	-0.6	1.2	1.1	0
CCOC(=O)C1=C(COC(=O)/C=C/c2cc(OC)c(OC)c(OC)c2)NC(=O)NC1C (stereo not given)	0.2	-0.9	-0.8	3	0.7	-6	-25	-0.3	-0.6	7.8	-1
COc1ccc(N(C(=O)c2snc(C(N)=O)c2N)C(C(=O)NC2CCCC2)c2ccc(F)cc2)c(OC)c1 (stereo not given)	-0.7	0.4	-1.6	-1	-0.8	2	-19	3.9	-1.2	-1.6	-1

Exported bar-delimited: part of the list above.
molecule | FXN GAA850 act | DAX1 inh-1 | ssDAF-12 act | sPLA2-III inh | PG9 Ab binder | NR1D1 modulator | PLCb3 inh | DAX1 inh-2 | hcDAF-12 act | hgDAF-12 ag | SMARCA2 activ
COc1cc(CNCc2ccc(OC)cc2OC)cc(OC)c1 | -1.4 | -0.5 | -1.6 | 2 | 0.3 | 6 | -9 | -2.7 | -3.7 | -2.3 | -1
Cc1ccc(C(=O)N/C(=C\c2ccccc2)C(=O)NCCN2CCOCC2)cc1 | 1.4 | -0.1 | -1.3 | 1 | -0.6 | 1 | -6 | 0.6 | -0.2 | 0.8 | -1

(more compounds)
SMILES	FXN GAA850 act	DAX1 inh-1	ssDAF-12 act	sPLA2-III inh	PG9 Ab binder	NR1D1 modulator	PLCb3 inh	DAX1 inh-2	hcDAF-12 act	hgDAF-12 ag	SMARCA2 activ
Cn1c(NCC(O)c2ccccc2)nc2c1c(=O)n(Cc1ccc(Cl)cc1)c(=O)n2C (stereo not given)	0.1	-0.4	-1.5	-3	-3.5	0	-3	-0.9	-0.6	-2.4	-1
O=C(NCCN1CCOCC1)c1ccc(CSc2nc3ccncc3n2Cc2ccc(F)cc2)cc1	-3.0	0.2	-1.3	-2	-3.0	-9	0	0.8	0.3	-2.3	1
O=C1NC[C@H](CCCCN2C[C@H](Cc3ccc(O)cc3)N(CCc3ccc(O)cc3)C(=O)C2=O)N(CCc2ccccc2)C1=O	/	-0.8	-0.7	-1	-0.1	-5	0	/	-0.8	0.1	-3
Cc1ccc(C(=O)c2nc(C(=O)NCCO)nc3ccccc23)cc1	0.2	-0.4	-0.8	-6	0.5	-3	-21	2.6	1.5	1.6	0
FC(F)Oc1ccc(-c2c[n+]3c(n2-c2ccccc2)CCCCC3)cc1	0.3	-0.3	-1.7	3	0.3	-5	-7	0.6	-2.2	-0.4	-2
CC(=O)N1N=C2/C(=C/c3ccccc3)CCCC2C1c1ccccc1 (stereo not given)	1.4	0.9	-0.3	-8	0.3	3	-28	-1.1	0.9	0.1	-3
O=C(Nc1oc2ccc(Cl)cc2c(=O)c1-c1ccc(F)cc1)c1ccco1	-0.1	-0.6	-0.1	-1	-1.9	4	-41	-1.8	-1.7	1.6	2
O=C(c1cccc(COc2ccc(Cl)cc2Cl)c1)N1CCN(c2ccccn2)CC1	4.4	3.3	0.6	-31	-1.7	5	-3	-1.9	2.6	11*	3
O=C(CN1C(=O)S/C(=C\c2ccc(O)c([N+](=O)[O-])c2)C1=O)Nc1ccc(N2CCOCC2)cc1	2.6	1.1	-1.0	7	-1.9	-2	-4	-0.2	2.9	-1.1	-1
Nc1cc(C(=O)O)ccc1Nc1ccc(F)c(F)c1	-1.3	-0.6	-1.1	-4	-5.5	-6	-66	-1.3	0.6	-0.1	-1
CCCCCOc1ccc(C(=O)N(Cc2ccco2)C2CCS(=O)(=O)C2)cc1 (stereo not given)	0.2	0.4	-1.8	-9	-2.1	3	-1	-0.1	-1.2	1.2	8.9*
CC(C)c1ccc(S(=O)(=O)N2CCN(C(C)C(=O)N3CCCC3)CC2)cc1 (stereo not given)	0.6	1.2	-1.1	-7	-2.1	1	-2	-0.1	-1.0	0.7	-2
CCOc1ccc(S(=O)(=O)N2CCN(C(=S)NCc3ccco3)CC2)cc1	-0.3	-0.8	-2.0	0	-1.1	5	0	-0.9	-2.6	-4.5	-3
COc1ccc(CCn2c(C)c(C(C)=O)c3cc(OC(=O)c4ccco4)ccc32)cc1OC	-1.6	-0.6	-0.6	-2	1.4	0	-4	0.7	0.6	1.1	-4
N=C1c2ccccc2CN1NC(=O)CC12CC3CC(CC(C3)C1)C2	2.1	-0.6	-0.6	-16	-1.9	1	-3	2.1	-2.0	-1.5	-1
CCN1CCN(C(=O)c2cn(CCOC)c(=O)c3c2c2ccccc2n3C)CC1	0.5	-0.7	-1.7	6	-1.4	0	-109	-0.5	-1.3	1.6	3
COc1ccc(Cl)c(NC(=O)Cn2nnc(-c3ccccc3N)n2)c1	-2.5	0.1	-1.8	-19	0.4	-1	5	0.3	-2.2	-0.6	-2
CCN(CC)C(=O)C(C)OC(=O)COc1ccc(Cl)cc1Cl (stereo not given)	0.1	-0.6	-1.1	9	-1.1	-3	3	0.3	-1.6	-2.6	-4
COc1cc(OC)c(NC(=O)c2ccco2)cc1Cl	0.5	-0.7	-1.5	-2	0.4	4	-4	0.4	0.0	3.1	0
Cc1cc(-c2cccc(Br)c2)c(C#N)c(N)n1	2.1	0.2	-0.2	-2	34*	21*	-108	2.3	1.3	1.1	1
CCc1nnc(NC(=O)CSc2nnc(C)c(=O)n2N)s1	-0.8	1.3	-1.1	-2	-1.5	-4	-5	1.5	-0.4	3.4	-2
COc1cc(OC)c(NC(=O)CC2SC(N)=NC2=O)cc1Cl (stereo not given)	0.5	-0.6	-1.6	-4	-0.8	3	1	0.8	-0.5	-2.7	2
Cc1ccnc(NS(=O)(=O)c2ccc(N3C(=O)Nc4ccccc4N3O)cc2)c1	-0.7	0.8	-1.1	0	-1.6	5	3	0.4	1.2	0.4	-3
O=C(NCCOC(=O)c1ccc(C(=O)OCCNC(=O)c2cccnc2)s1)c1cccnc1	0.8	-0.4	-1.8	0	-1.6	1	3	0.1	0.0	-0.3	2
CC(C)(C)OC(=O)N(CCc1ccccc1)Cc1cccc(OCc2cccc(NC(=O)c3ccccc3)c2)c1	-0.2	4.1*	-1.1	-5	2.6	4	6	-0.9	0.5	1.1	-5

Screening data as filed in PubChem BioAssay.
